Bioassay records (PubChem BioAssay)
PTAP TSG101 blk – qHTS Assay for Iinhibitors of HIV-1 Budding by Blocking the Interaction of PTAP/TSG101 | Fluorescence polarization, FITC-PTAP peptide / Tsg101 binding | Potency, µM (highest dose often 115 µM), inactives show at the top dose activity change, negative = inhibition, usual class: inhibitors | 340,000 tested, under 10 active | AID 493005, 2010; active = well fitted inhibition curve with a large enough effect in the main read-out, with a control signal flat, not every such curve was filed as active; inconclusive = small, poorly fitted or top-dose-only effect, or effect the other way, or a change in a side signal; inactive = no such curve, though single readings can be large or run the other way; also: potency is read from the fitted curve at half-maximal effect; % of control where 0% means no effect
Target sequence (Q99816 whole entry, looked up): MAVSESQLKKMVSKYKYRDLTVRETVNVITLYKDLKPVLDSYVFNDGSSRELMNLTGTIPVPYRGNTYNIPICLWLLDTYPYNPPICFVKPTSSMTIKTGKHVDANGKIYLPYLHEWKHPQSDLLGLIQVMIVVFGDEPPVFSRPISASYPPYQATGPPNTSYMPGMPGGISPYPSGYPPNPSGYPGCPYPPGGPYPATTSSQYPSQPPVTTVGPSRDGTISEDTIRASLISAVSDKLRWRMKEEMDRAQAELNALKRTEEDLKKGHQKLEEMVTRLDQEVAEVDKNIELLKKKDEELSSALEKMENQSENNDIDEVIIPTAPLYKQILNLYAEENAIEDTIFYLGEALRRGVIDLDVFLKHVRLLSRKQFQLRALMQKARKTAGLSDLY
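Tsg101 binding domain (10 uM final) was mixed with compound and a FITC-labeled PTAP peptide (50 nM final) in HEPES pH 7.5 buffer with NaCl, Tween 20, EDTA and TCEP; fluorescence polarization was read after 20 min at r.t.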
Menin-MLL TR inh – qHTS Assay for Inhibitors Targeting the Menin-MLL Interaction in MLL Related Leukemias: Competition With Texas Red Labeled MLL-derived Mutant Peptide. O00255. Menin + Texas Red MLL mutant peptide, fluorescence polarization. Potency, µM (top dose mostly 61.6 µM), for the others: at the top dose FP activity change, negative = inhibition, actives largely listed as inhibitors. hit rate 0.23% among 270,000. AID 1768, 2009; active = well fitted inhibition curve with a large enough effect in the polarisation, with a control signal flat, not every such curve was filed as active; inconclusive = small, poorly fitted or top-dose-only effect, or effect the other way, or a change in a side signal; inactive = no such curve, though single readings can be large or run the other way; the % refers to the polarisation; also: potency is read from the fitted curve at half-maximal effect; % of control where 0% means no effect; many of its hits are not listed in these tables
B2AR arrestin – qHTS assay of beta-arrestin-biased ligands of beta2-adrenergic receptor | beta-arrestin recruitment to beta2AR, cell-based reporter | Potency, µM (series often up to 46.1 µM), for the others: at the top dose activation, hits mostly activators | hit rate 0.02% among 330,000 | Beta-2 adrenergic receptor (Homo sapiens), P07550;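 also: potency is read from the fitted curve at half-maximal effect; 0% = DMSO controls and full agonism = EC100 isoproterenol or metaproterenol; nearly all actives have a fitted effect of over 65% in size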
Target sequence (P07550 whole entry, looked up): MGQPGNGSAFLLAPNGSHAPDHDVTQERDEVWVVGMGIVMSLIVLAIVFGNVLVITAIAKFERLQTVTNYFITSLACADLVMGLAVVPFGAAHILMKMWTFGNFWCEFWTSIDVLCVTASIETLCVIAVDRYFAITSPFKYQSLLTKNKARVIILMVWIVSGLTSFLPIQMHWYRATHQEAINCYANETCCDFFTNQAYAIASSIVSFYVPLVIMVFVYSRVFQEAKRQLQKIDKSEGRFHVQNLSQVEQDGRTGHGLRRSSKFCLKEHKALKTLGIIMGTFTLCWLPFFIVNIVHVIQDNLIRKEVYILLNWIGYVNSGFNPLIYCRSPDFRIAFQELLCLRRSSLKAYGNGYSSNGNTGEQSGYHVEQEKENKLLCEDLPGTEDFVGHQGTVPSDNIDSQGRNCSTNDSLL
ASM inhibitor – Inhibitors of Secretory Acid Sphingomyelinase (S-ASM): qHTS; Sphingomyelin phosphodiesterase (Homo sapiens), P17405; placental ASM, HMU-PC fluorogenic substrate, 60 min; Potency, µM (titrated, usually from 57.5 µM), for the others: at the highest dose activity change, negative = inhibition, most hits filed as inhibitors; hit rate 0.006% among 340,000; also: potency is read from the fitted curve at half-maximal effect
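qHTS format. ASM enzyme prepared from human placenta hydrolyses the fluorogenic substrate HMU-PC0 (9 uM final) over 60 min at 37 °C after a 10 min compound preincubation.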
GALK inh – qHTS Assay for Inhibitors of Human Galactokinase (GALK); P51570; Purified GALK, Kinase-Glo residual ATP luminescence; Potency, µM (doses to about 57.5 µM), for the others: at the highest dose activity change, negative = inhibition, most hits filed as inhibitors; hit rate 0.007% among 270,000; AID 1868, 2009; also: potency is read from the fitted curve at half-maximal effect; % is scaled to controls: 0 for no effect and ±100 for the full control effect
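Human GALK (5 nM) with 35 uM ATP and 100 uM galactose in 20 mM HEPES pH 8.0, 5 mM MgCl2, 60 mM NaCl, 1 mM DTT, 0.01% BSA. After 1 h at room temperature, leftover ATP was read by Kinase-Glo Plus luminescence.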
BCR signal inh – qHTS Assay to Find Inhibitors of Chronic Active B-Cell Receptor Signaling; hit rate 0.05% among 340,000; ABC-DLBCL IkBa-CBG/CBR reporter, luminescence ratio, 4 h; AID 493014, 2011; Potency, µM (highest dose often 46.1 µM), without a hit: at the top dose ratio change, negative = lower green/red ratio, most hits filed as inhibitors; active = well fitted inhibition curve with a large enough effect in the signal ratio, with a control signal flat, not every such curve was filed as active; inconclusive = small, poorly fitted or top-dose-only effect, or effect the other way, or a change in a side signal; the % refers to the signal ratio;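 also: potency is read from the fitted curve at half-maximal effect; plate controls were basal doxycycline-induced cells for no effect and cells given 10 µM MG132 for full effect; MG132 reads +100%, hits lower the ratio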
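TMD8 ABC-DLBCL cells carrying doxycycline-inducible green luciferase fused to IkappaBalpha plus unfused red luciferase were exposed to compounds (up to 46 uM) for 4 hrs at 37C. Activity came from the overlap-corrected green/red luminescence ratio.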
PKM2 activator – qHTS Assay for Activators of Human Muscle isoform 2 Pyruvate Kinase. Pyruvate kinase PKM (Homo sapiens), P14618. purified PKM2, Kinase-Glo ATP luminescence, activation; response scale: 0% is enzyme alone, no compound. Potency, µM (series often up to 57.5 µM), without a hit: at the highest dose activation, usual class: activators. hit rate 0.34% among 260,000; also: potency is read from the fitted curve at half-maximal effect; % is scaled to controls: 0 for no effect and ±100 for the full control effect; nearly all actives have a fitted effect of over 55% in size
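hPK-M2, >95% pure; 0.1 mM ADP / 0.5 mM PEP final; imidazole pH7.2 buffer w/ 7 mM MgCl2, 50 mM KCl; 1 h RT; Kinase-Glo lum. Intermediate enzyme activity for dual inhibitor/activator qHTS.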
Integrin act MD – qHTS for Activators of Integrin-Mediated Alleviation for Muscular Dystrophy; alpha7betagal myoblasts, beta-gal FDG fluorescence, 48 h; Potency, µM (titrated, usually from 38.3 µM), for inactives: at the highest dose activation, actives largely listed as activators; hit rate 0.064% among 350,000;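 also: potency is read from the fitted curve at half-maximal effect; 100% = response of the positive control SU9516; nearly all actives have a fitted effect of over 60% in size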
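Alpha7betagal+/- myoblasts (passage 13) were plated 16-24 hr, then exposed to compounds (1:260 dilution of DMSO stock) for 48 hours at 37C. After MPER lysis, β-galactosidase reporter activity was read as FDG fluorescence (ex 480/em 540) after 30 minutes.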
Giardia killer – Small Molecules that selectively kill Giardia lamblia: qHTS; hit rate 0.15% among 340,000; activity change, % at 7.66 µM, hits read low; Giardia lamblia trophozoite viability; in the data active = activity change below about -80%; inconclusive = between about -30% and that limit;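 also: parasites exposed to compound for two days anaerobically before the ATP read; % is scaled to controls: 0 for no effect and ±100 for the full control effect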
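ATP-content bioluminescence gauges trophozoite survival. Cells (100/well) receive compound and incubate anaerobically for 48 hrs at 37 deg C; detection reagent follows for 15-30 min at room temperature.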
Coupling enz – qHTS Assay for Inhibitors of Fructose-1,6-bisphosphate Aldolase from Giardia Lamblia: Coupling assay counterscreen; coupling enzyme system counterscreen, AmpLite Red fluorescence; activity change, negative = inhibition, % at 58.2 µM, hits read low; hit rate 0.67% among 290,000; in the data active = activity change below about -30%; also: % is scaled to controls: 0 for no effect and ±100 for the full control effect
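Coupling enzymes only (glyceraldehyde-3-phosphate) + compound, at 57.5 uM final, 10 min RT; add substrate/coupling/AmpLite Red mix, 20 min RT; fluorescence ex 525/em 598 nm. Actives flag coupling-system interference.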
Tb PFK inh – qHTS Assay to Find Inhibitors of T. brucei phosphofructokinase; ATP-dependent 6-phosphofructokinase (Trypanosoma brucei brucei), O15648; T. brucei PFK, ADP-Glo luminescence; Potency, µM (titrated, usually from 57.5 µM), for inactives: at the highest dose activity, negative = inhibition, most hits filed as inhibitors; hit rate 0.17% among 330,000;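 also: potency is read from the fitted curve at half-maximal effect; 0% = uninhibited 1x PFK enzyme wells and -100% = no-enzyme wells; nearly all actives have a fitted effect of over 60% in size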
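Luminescent ADP detection (ADP-Glo, two-step: ATP depletion then ADP-to-ATP conversion for luciferase) reported PFK activity after 45 min room-temperature reaction of 1.25 nM enzyme with 0.5 mM F6P and 0.1 mM ATP at pH 8.0.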
* = called active by the depositor; ? = inconclusive; nt = not tested or not shown; [ ] = remark or other dose. Unless noted, calls follow the shape of the dose curve; as a rule, active = well fitted curve in the direction sought with a large enough effect; inconclusive = small, poorly fitted or top-dose-only effect, or another doubt; inactive = no such curve, though single readings can be large; an effect the other way counts as inactive or inconclusive. These rows are one share of the data; rates above refer to the full screens.

SMILES	PTAP TSG101 blk	Menin-MLL TR inh	B2AR arrestin	ASM inhibitor	GALK inh	BCR signal inh	PKM2 activator	Integrin act MD	Giardia killer	Coupling enz	Tb PFK inh
O=C(Nc1ccc2ccccc2c1)c1ccccc1F	-18%	25%	-0.5%	0%	1%	?	-3%	20%	-16	-1	-5%
CC1(C)NS(=O)(=O)Oc2ccccc21	-2%	1%	-0.6%	1%	nt	-6%	-4%	3%	6	-4	0%
Cc1ccc(C(=O)NCCNC(=O)c2ccc(C)nc2)cc1	-2%	18%	0.1%	0%	1%	-19%	-2%	4%	7	-2	1%
CCn1c(SCC(=O)Nc2c(C)n(C)n(-c3ccccc3)c2=O)nc2c1c(=O)n(C)c(=O)n2C	2%	-5%	-0.9%	1%	0%	?	3%	-2%	0	-3	3%
COC(=O)c1c(Sc2ccccc2)c2ccccc2n1C	-9%	23%	-0.2%	3%	2%	-1%	nt	13%	13	4	-12%
CC(C)Cc1cc(C(=O)N2CCCC(CCC(=O)N(C)CCc3ccccn3)C2)no1 (stereo not given)	-8%	-8%	-0.7%	1%	4%	-20%	-1%	-25%	18	-2	-4%
CC1CCN(CCCCOc2cccc(C(C)C)c2)CC1	0%	?	-0.3%	1%	1%	-12%	nt	?	18	2	-5%
O=C(CN1CCN(Cc2ccc(Cl)cc2)CC1)N/N=C/C=C/c1ccccc1[N+](=O)[O-]	-1%	-12%	-0.5%	0%	3%	?	1%	-2%	-6	0	12%
COc1ccc(C(=O)Cc2nnc(C)s2)cc1	-3%	-13%	-0.1%	2%	nt	1%	3%	-6%	5	-4	-5%
O=C(Nc1ccccc1)NC1CCN(Cc2c(F)cccc2Cl)CC1	0%	nt	-1.0%	1%	0%	6%	-1%	-13%	3	-2	0%
CCOC(=O)c1cc(CC)sc1N	-1%	5%	0.2%	1%	3%	?	21%	-7%	10	2	1%
Cc1cc(C)c2c(c1)/C(=N/NC(=O)c1ccc(O)cc1)CCC2	-2%	0%	-0.5%	-3%	12%	?	1%	-20%	-16	0	-6%
c1ccc(CSc2ccc(-c3ccccn3)nn2)cc1	-7%	?	-0.1%	2%	-2%	6%	2%	-17%	-17	2	2%
Cc1cc(/C=N/n2cnnc2)c(C)n1-c1ccccc1	1%	nt	0.3%	0%	-4%	-5%	0%	9%	8	6	-3%
Cc1ccc2c(c1)NC(=O)C(CC(=O)N(C)Cc1ccccc1)O2 (stereo not given)	0%	-7%	3.0%	-5%	1%	7%	16%	23%	35[activator]	1	-1%
Cn1nccc1C(=O)Nc1sc2c(c1C#N)CCCC2	0%	nt	0.2%	-1%	0%	-11%	2%	?	-14	nt	3%
CC(=O)NC1(c2cccc(F)c2)CCN(CC(=O)NC(C)C)CC1	-5%	2%	-1.0%	4%	2%	0%	-1%	11%	15	2	-5%
O=C(NCc1ccco1)c1ccc(-c2csnn2)cc1	0%	nt	-0.4%	-1%	1%	?	-5%	-23%	?	3	0%
CCOC(=O)C1CCCN(/C=C2\SC(=S)N(CC)C2=O)C1 (stereo not given)	1%	nt	0.5%	-7%	3%	19%	0%	0%	5	2	-6%
CC(CN1CCCCC1)OC(=O)/C=C/c1ccccc1 (stereo not given)	-4%	-2%	-0.5%	0%	8%	1%	1%[11.5 µM]	-25%	5	3	1%

Ordered by heavy-atom count (low to high): 3 of the compounds above.
SMILES	PTAP TSG101 blk	Menin-MLL TR inh	B2AR arrestin	ASM inhibitor	GALK inh	BCR signal inh	PKM2 activator	Integrin act MD	Giardia killer	Coupling enz	Tb PFK inh
Cc1cc(/C=N/n2cnnc2)c(C)n1-c1ccccc1	1%	nt	0.3%	0%	-4%	-5%	0%	9%	8	6	-3%
CC1CCN(CCCCOc2cccc(C(C)C)c2)CC1	0%	?	-0.3%	1%	1%	-12%	nt	?	18	2	-5%
CC(C)Cc1cc(C(=O)N2CCCC(CCC(=O)N(C)CCc3ccccn3)C2)no1 (stereo not given)	-8%	-8%	-0.7%	1%	4%	-20%	-1%	-25%	18	-2	-4%

Profiles, looked up by structure. Order of screens: PTAP TSG101 blk, Menin-MLL TR inh, B2AR arrestin, ASM inhibitor, GALK inh, BCR signal inh, PKM2 activator, Integrin act MD, Giardia killer, Coupling enz, Tb PFK inh
CC(C)Cc1cc(C(=O)N2CCCC(CCC(=O)N(C)CCc3ccccn3)C2)no1 (stereo not given) across the screens: -8%, -8%, -0.7%, 1%, 4%, -20%, -1%, -25%, 18, -2, -4%
CC(CN1CCCCC1)OC(=O)/C=C/c1ccccc1 (stereo not given) across the screens: -4%, -2%, -0.5%, 0%, 8%, 1%, 1%[11.5 µM], -25%, 5, 3, 1%
c1ccc(CSc2ccc(-c3ccccn3)nn2)cc1 across the screens: -7%, ?, -0.1%, 2%, -2%, 6%, 2%, -17%, -17, 2, 2%

Three neighbouring records already listed, quoted:
SMILES	PTAP TSG101 blk	Menin-MLL TR inh	B2AR arrestin	ASM inhibitor	GALK inh	BCR signal inh	PKM2 activator	Integrin act MD	Giardia killer	Coupling enz	Tb PFK inh
CC(C)Cc1cc(C(=O)N2CCCC(CCC(=O)N(C)CCc3ccccn3)C2)no1 (stereo not given)	-8%	-8%	-0.7%	1%	4%	-20%	-1%	-25%	18	-2	-4%
CC1CCN(CCCCOc2cccc(C(C)C)c2)CC1	0%	?	-0.3%	1%	1%	-12%	nt	?	18	2	-5%
O=C(CN1CCN(Cc2ccc(Cl)cc2)CC1)N/N=C/C=C/c1ccccc1[N+](=O)[O-]	-1%	-12%	-0.5%	0%	3%	?	1%	-2%	-6	0	12%
